# Assay outcomes as filed in PubChem.
# OXTR agonist – agonists of human oxytocin receptor; P30559; activation, % at 3 µM; 320,000 compounds, 0.32% hits; CHO-OTR cells, Fluo-8 calcium fluorescence; normalized: DMSO 0%, oxytocin 100%;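 active = activation above the mean of all tested compounds plus 3 SD, cutoff set per screening run, cut at about 20% in these data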;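 note: peak over basal fluorescence ratio from a 100 s FLIPR kinetic read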
# MEKK2mut PB1 HTS – signal of MEK5 binding to mutant human MEKK2 PB1 domain; AID 1530; 290,000 compounds, 0.35% hits; percent response, % at 10 µM; bead flow cytometry, Alexa488-MEK5 binding to MEKK2 mutant; in the data active = percent response above about 24%, passing the limit was not always enough; note: inactives centre near 1; some results filed as inactive read as strong as hits; reference of the scale not given here
# FID counter – counter-screen for HCV NS3 helicase inhibitors: DNA intercalator displacement. DNA fluorescent intercalator displacement, fluorescence. inhibition, % at 7.9 µM. AID 1845. 290,000 compounds, 0.17% hits; in the data active = inhibition above about 37%;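 note: 0% = vehicle and 100% = reference compound; higher means more ethidium bromide displaced from hairpin DNA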
# MEKK3 PB1 HTS – MEKK3-MEK5 PB1 interaction, increase or decrease. 290,000 compounds, 1.4% hits. Q99759. bead-based flow cytometry, Alexa488-MEK5 binding to MEKK3; actives lie on both sides; 0 = blocked by unlabeled MEK5, 100 = vehicle. binding response (% of control), % at 10 µM;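 active = binding response more than 3 SD above or below the average of its plate-row segment, actives on both sides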;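 note: Alexa488 bead fluorescence after subtracting the streptavidin-only scavenger bead signal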
# Target sequence (Q99759 whole entry, looked up): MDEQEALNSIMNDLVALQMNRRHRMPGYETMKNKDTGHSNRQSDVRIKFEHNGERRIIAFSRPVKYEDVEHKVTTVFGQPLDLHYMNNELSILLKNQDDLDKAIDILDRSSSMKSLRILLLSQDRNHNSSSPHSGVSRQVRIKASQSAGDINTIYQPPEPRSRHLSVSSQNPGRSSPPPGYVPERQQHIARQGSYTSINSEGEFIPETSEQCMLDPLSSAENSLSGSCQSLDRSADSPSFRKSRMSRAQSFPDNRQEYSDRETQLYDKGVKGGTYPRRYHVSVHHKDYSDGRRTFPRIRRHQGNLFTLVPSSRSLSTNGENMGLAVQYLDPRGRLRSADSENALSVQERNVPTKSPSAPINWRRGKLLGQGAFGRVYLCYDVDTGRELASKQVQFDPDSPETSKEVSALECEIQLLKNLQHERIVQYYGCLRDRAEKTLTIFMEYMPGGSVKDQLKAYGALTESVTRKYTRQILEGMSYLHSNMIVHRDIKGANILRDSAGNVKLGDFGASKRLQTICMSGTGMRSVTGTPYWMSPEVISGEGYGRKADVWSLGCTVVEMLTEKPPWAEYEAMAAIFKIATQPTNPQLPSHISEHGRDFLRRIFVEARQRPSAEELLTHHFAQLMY
# MEKK2 WT-MEK5 – raises or lowers MEK5 binding to wildtype human MEKK2 PB1 domain | Q9Y2U5 | bead flow cytometry, Alexa488-MEK5 binding to MEKK2 WT; actives lie on both sides | binding response (% of control), % at 10 µM | 290,000 compounds, 1.1% hits | AID 1531; in the data active = binding response below about 67% or above about 130%
# PHOSPHO1 block – PHOSPHO1 (human) inhibition. Q8TCT1. recombinant PHOSPHO1, absorbance phosphatase assay. inhibition, % at 13.3 µM. 290,000 compounds, 1.1% hits. AID 1565; in the data active = inhibition above about 60%
# M18AAP inhibitor – blocks P. falciparum M18 aspartyl aminopeptidase; recombinant PfM18AAP, H-Glu-NHMec fluorogenic cleavage; inhibition, % at 7.35 µM; 290,000 compounds, 1.2% hits; AID 1822;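 active = inhibition above the campaign mean inhibition over all tested compounds plus 3 SD, cut at about 28% in these data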;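 note: 0% = plate median of test compound wells and 100% = 2 mM ZnCl2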
# GPR7 antagonist – antagonists of human GPR7 (neuropeptides B/W receptor 1); GPR7-expressing cells, fluorescence antagonist assay; inhibition, % at 4.4 µM; 290,000 compounds, 1.1% hits; in the data active = inhibition above about 16%, passing the limit was not always enough;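 note: cells stimulated with the agonist NPW; 0% = agonist with vehicle and 100% = vehicle without agonist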
# Target sequence (P48145 whole entry, looked up): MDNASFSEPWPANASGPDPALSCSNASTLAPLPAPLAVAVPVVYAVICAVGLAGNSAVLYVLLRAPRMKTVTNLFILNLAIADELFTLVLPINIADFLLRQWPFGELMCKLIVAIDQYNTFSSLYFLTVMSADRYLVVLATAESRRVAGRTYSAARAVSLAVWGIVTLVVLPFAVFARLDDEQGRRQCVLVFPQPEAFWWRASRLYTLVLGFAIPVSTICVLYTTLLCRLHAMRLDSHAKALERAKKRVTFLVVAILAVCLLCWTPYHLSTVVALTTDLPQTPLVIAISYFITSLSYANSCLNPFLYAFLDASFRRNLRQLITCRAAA
# NALP1 yeast inh – blocks the NALP1 inflammasome reconstituted in yeast. S. cerevisiae NALP1/ASC/caspase-1 growth, X-gal OD620, 72 h. inhibition, % at 10 µM. 280,000 compounds, 0.61% hits. AID 2071; in the data active = inhibition mostly above about 24%, no sharp cut-off; inactive = mostly below about 32%; note: some compounds called inactive have numbers as strong as hits
# Starred values were filed as active, the others as inactive; x = no result given.
molecule	OXTR agonist	MEKK2mut PB1 HTS	FID counter	MEKK3 PB1 HTS	MEKK2 WT-MEK5	PHOSPHO1 block	M18AAP inhibitor	GPR7 antagonist	NALP1 yeast inh
Cc1ccc(C(=O)N2CCN(c3ccccc3)CC2)cc1S(=O)(=O)N1CCOCC1	0.3	4.0	-34.2	100.0	101.0	32.7	-7.0	-7.0	-3.0
O=C(CCl)NCc1c(Cl)cccc1-n1cccc1	-0.3	-1.0	-1.1	98.0	97.0	25.8	1.8	0.7	10.0
Cc1cc(C(=O)NCC(=O)OCC(=O)N(C)C2CCCCC2)ccc1[N+](=O)[O-]	4.6	-1.0	-14.1	101.0	100.0	4.9	-5.5	1.4	32.9
CC1(C)CC(=O)C(Sc2ccccc2)=C(O)C1	-2.4	-2.0	3.1	96.0	100.0	51.9	9.8	-0.8	-4.3
Cc1nnc(NC(=O)CCCN2C(=O)c3ccccc3C2=O)s1	-0.6	1.0	1.8	94.0	92.0	-42.5	-12.5	-9.7	14.9
CC(NC(=O)Cc1ccccc1)c1nc2ccccc2[nH]1 (configuration not stated)	0.6	6.0	-3.3	103.0	107.0	-3.9	-12.1	-10.9	x
COc1ccccc1CCNC(=O)CCn1c(=O)c2cccn2c2ccc(F)cc21	0.6	4.0	-42.1	103.0	103.0	27.6	1.7	-1.5	20.3
O=c1[nH]c(SCc2n[nH]c(=S)n2-c2ccccc2)nc2ccccc12	-1.7	-4.0	-11.7	98.0	98.0	-15.6	8.1	-12.1	-8.4
CC(=O)Nc1sc2c(c1CN1CCN(C)CC1)CCCC2	-0.5	2.0	5.2	93.0	100.0	7.2	-0.3	0.1	11.6
CNC(=O)CS(=O)(=O)CC(=O)Nc1cc(OCCOC)c(Cl)cc1Cl	-0.8	7.0	-6.1	101.0	102.0	28.2	7.0	-14.8	12.1
CC(=O)NS(=O)(=O)c1ccc(NC(=S)NC(=O)COc2ccccc2C)cc1	-0.2	0.0	2.7	139.0*	106.0	18.6	-10.3	5.2	17.4
COc1ccccc1CNC(=O)C1CCN(c2ncnc3c2nc2n3CCCCC2)CC1	-1.4	2.0	-65.0	100.0	98.0	18.1	0.6	-2.5	17.2

# Next section.
molecule	OXTR agonist	MEKK2mut PB1 HTS	FID counter	MEKK3 PB1 HTS	MEKK2 WT-MEK5	PHOSPHO1 block	M18AAP inhibitor	GPR7 antagonist	NALP1 yeast inh
CCC(=O)Nc1cccc(NC(=O)c2ccc3c(c2)OCO3)c1	-0.1	-6.0	-3.5	98.0	94.0	5.7	-3.7	-1.7	26.7
CN1C(=O)CC(N2CCN(C(=O)CN3CCCC3)CC2)C1=O (configuration not stated)	0.4	-2.0	-7.5	98.0	97.0	35.8	8.6	-7.0	10.1
Cc1ccc(C(=O)N2CC(C)OC(C)C2)c(Cl)c1 (configuration not stated)	-0.4	-1.0	3.4	103.0	97.0	-20.2	3.3	0.1	3.3
C=CCOc1ccc(C(=O)Nc2ccccc2C(=O)NCc2cccnc2)cc1	3.5	2.0	-19.6	97.0	102.0	31.9	2.4	5.1	-6.6
CCCCC(=O)Nc1ccc(C(=O)Nc2nc(CC(=O)OCC)cs2)cc1	2.8	8.0	-11.0	101.0	99.0	9.7	-5.5	1.0	8.8
Clc1ccc(Sc2ccc(/C=N/n3cnnc3)o2)cc1	-0.7	4.0	-12.3	99.0	99.0	30.6	6.5	-22.2	30.9
Cn1c(C(=O)OCC(=O)NCc2cccs2)cc2sccc21	-0.9	2.0	-11.2	101.0	101.0	15.6	2.8	-8.0	5.3
CCNC(=O)c1ccc2c(c1)C1C3CCC(C3)C1C(c1ccccc1)N2 (configuration not stated)	-1.9	-3.0	95.9*	102.0	98.0	-29.4	4.5	-3.0	39.0
COc1ccc(-n2ccnc2SCC(=O)NCc2ccc(F)cc2)c(OC)c1	-0.1	-7.0	-12.9	102.0	102.0	-24.8	-1.9	4.0	8.5
CN1CCc2nc(NC(=O)c3cccc(OC(F)F)c3)sc2C1	0.3	-11.0	11.4	71.0	94.0	13.8	5.1	-0.5	9.1
CNc1cc(N2CCCCCC2)ccc1[N+](=O)[O-]	-2.1	-15.0	-5.0	72.0	79.0	44.8	-5.8	-6.9	21.4
CCn1cc(-c2nnnn2-c2ccc(Cl)cc2)c(=O)c2ccccc21	-1.2	-1.0	-11.9	103.0	103.0	45.9	9.7	-4.8	23.6

# Next records:
molecule	OXTR agonist	MEKK2mut PB1 HTS	FID counter	MEKK3 PB1 HTS	MEKK2 WT-MEK5	PHOSPHO1 block	M18AAP inhibitor	GPR7 antagonist	NALP1 yeast inh
Cc1cc(C)c2c(CN3CCC(C)CC3)cc(=O)oc2c1	-2.0	3.0	-18.6	105.0	103.0	52.2	-0.6	-3.6	1.8
COc1cccc(-c2cc3nc4c(c(NCC(C)(C)CN(C)C)n3n2)CCCC4)c1	-1.5	-11.0	16.1	97.0	90.0	-14.7	-1.5	-16.5	6.1
CCn1cc(CNC(=O)CC2C(=O)NCCN2CC(c2ccccc2)c2ccccc2)cn1 (configuration not stated)	-0.5	30.0	-16.5	108.0	131.0	34.6	-5.2	-1.9	3.0
CCn1nc(C)c(CNC(=O)c2cc(COc3ccc(C)nc3)on2)c1C	5.3	-3.0	-25.4	99.0	101.0	29.0	-2.3	-1.6	13.2
CCOC(=O)c1c(-c2ccc(F)cc2)csc1NC(=O)CCN1CCOCC1	-2.8	4.0	-9.0	100.0	99.0	-3.9	-2.1	0.7	39.9
Cc1ccc(COc2ccsc2C(=O)NN)cc1	-1.3	-6.0	-13.8	102.0	97.0	28.5	-16.8	-3.6	25.1
COC(=O)c1ccc(OCC(O)CN2CCN(C(=O)c3ccco3)CC2)c(OC)c1 (configuration not stated)	0.7	7.0	-21.1	99.0	103.0	27.0	-1.8	-2.1	2.0
COc1ccc(OCC(O)Cn2cnc(-c3ccc(Br)cc3)c2)cc1 (configuration not stated)	5.4	3.0	-15.2	98.0	100.0	8.2	4.1	-13.9	0.8
CCOC(=O)c1oc2ccccc2c1CSc1nnnn1-c1ccc(C)cc1	-0.2	3.0	-8.3	107.0	105.0	0.5	1.3	-3.2	1.4
CCCCn1cnc2c([nH]c3cc(OC)ccc32)c1=O	1.3	7.0	-4.4	102.0	105.0	28.7	-0.8	5.9	-2.6
c1cncc(CSc2ccc(-c3ccc4c(c3)OCO4)nn2)c1	1.1	5.0	-16.0	102.0	103.0	19.1	2.1	6.8	23.7
CCCn1c(SCc2ccccn2)nc2c1c(=O)n(C)c(=O)n2C	0.7	-3.0	-8.2	98.0	99.0	20.3	-1.0	-7.8	26.6

# Arranged by heavy-atom count (ascending): part of the list above
molecule	OXTR agonist	MEKK2mut PB1 HTS	FID counter	MEKK3 PB1 HTS	MEKK2 WT-MEK5	PHOSPHO1 block	M18AAP inhibitor	GPR7 antagonist	NALP1 yeast inh
CNc1cc(N2CCCCCC2)ccc1[N+](=O)[O-]	-2.1	-15.0	-5.0	72.0	79.0	44.8	-5.8	-6.9	21.4
CCCCn1cnc2c([nH]c3cc(OC)ccc32)c1=O	1.3	7.0	-4.4	102.0	105.0	28.7	-0.8	5.9	-2.6
Cc1cc(C)c2c(CN3CCC(C)CC3)cc(=O)oc2c1	-2.0	3.0	-18.6	105.0	103.0	52.2	-0.6	-3.6	1.8
Cn1c(C(=O)OCC(=O)NCc2cccs2)cc2sccc21	-0.9	2.0	-11.2	101.0	101.0	15.6	2.8	-8.0	5.3
c1cncc(CSc2ccc(-c3ccc4c(c3)OCO4)nn2)c1	1.1	5.0	-16.0	102.0	103.0	19.1	2.1	6.8	23.7
CCCn1c(SCc2ccccn2)nc2c1c(=O)n(C)c(=O)n2C	0.7	-3.0	-8.2	98.0	99.0	20.3	-1.0	-7.8	26.6
COc1ccc(OCC(O)Cn2cnc(-c3ccc(Br)cc3)c2)cc1 (configuration not stated)	5.4	3.0	-15.2	98.0	100.0	8.2	4.1	-13.9	0.8
CCNC(=O)c1ccc2c(c1)C1C3CCC(C3)C1C(c1ccccc1)N2 (configuration not stated)	-1.9	-3.0	95.9*	102.0	98.0	-29.4	4.5	-3.0	39.0
CCn1nc(C)c(CNC(=O)c2cc(COc3ccc(C)nc3)on2)c1C	5.3	-3.0	-25.4	99.0	101.0	29.0	-2.3	-1.6	13.2
CCOC(=O)c1c(-c2ccc(F)cc2)csc1NC(=O)CCN1CCOCC1	-2.8	4.0	-9.0	100.0	99.0	-3.9	-2.1	0.7	39.9
COC(=O)c1ccc(OCC(O)CN2CCN(C(=O)c3ccco3)CC2)c(OC)c1 (configuration not stated)	0.7	7.0	-21.1	99.0	103.0	27.0	-1.8	-2.1	2.0
CCn1cc(CNC(=O)CC2C(=O)NCCN2CC(c2ccccc2)c2ccccc2)cn1 (configuration not stated)	-0.5	30.0	-16.5	108.0	131.0	34.6	-5.2	-1.9	3.0

# Carrying on:
molecule	OXTR agonist	MEKK2mut PB1 HTS	FID counter	MEKK3 PB1 HTS	MEKK2 WT-MEK5	PHOSPHO1 block	M18AAP inhibitor	GPR7 antagonist	NALP1 yeast inh
O=C(Nc1ccc(Oc2ncccn2)cc1)c1ccco1	1.8	3.0	0.5	97.0	99.0	x	2.4	-2.5	x
COc1ccc(C(C(=O)NC2CCCC2)N(Cc2ccc(C)cc2)C(=O)c2ccn[nH]2)cc1OC (configuration not stated)	-0.4	-1.0	-31.6	99.0	97.0	48.9	9.4	-9.2	7.5
COCCNC(=O)C1CCC(CNS(=O)(=O)c2ccc(F)cc2)CC1 (configuration not stated)	0.7	3.0	-5.7	104.0	102.0	56.5	-23.1	-1.0	5.2
C/C(=N\NC(=O)C1COc2ccccc2O1)c1cc2ccccc2o1 (configuration not stated)	0.0	-1.0	0.5	112.0	109.0	12.4	-2.1	-6.2	-3.1
O=C(N/N=C/c1ccc2c(c1)OCO2)c1cc(-c2ccccc2Cl)nc2ccccc12	-1.2	-2.0	-17.5	93.0	90.0	7.2	6.8	-22.6	25.5
COc1ccc(NC(=O)CCl)cn1	1.2	1.0	-1.5	102.0	100.0	-30.1	-2.3	-18.9	x
COC(=O)C(Cc1c[nH]c2ccccc12)N1CCS(=O)(=O)CC1 (configuration not stated)	2.8	2.0	-3.4	101.0	103.0	41.2	1.6	-10.3	8.7
C=CCN1C(=O)/C(=C/c2ccc(O)cc2)S/C1=N/c1nccs1	5.7	-4.0	3.3	94.0	95.0	11.1	-0.9	-11.4	17.2
CC(=O)c1cccc(N(C(=O)CNC(=O)c2ccco2)C(C(=O)NCc2ccco2)c2ccccc2)c1 (configuration not stated)	-1.4	-5.0	-6.7	76.0	86.0	47.1	5.5	-4.0	3.1
COc1ccc(NC(=O)c2cc(-c3ccc(OC)c(OC)c3)on2)cc1OC	0.1	x	-0.3	x	x	-9.3	0.5	1.9	0.6
COc1ccc(OC)c(C(C(=O)NC2CCCCC2)N(C(=O)c2ccccn2)c2cccnc2)c1 (configuration not stated)	0.7	3.0	-31.6	101.0	100.0	-10.8	5.7	-2.9	-3.7
CCN1CCCC1CN(Cc1cc2ccc(C)cc2[nH]c1=O)C(=S)Nc1cccc(OC)c1 (configuration not stated)	-0.7	0.0	2.9	113.0	104.0	-2.4	9.6	12.4	22.3
